BoNT A protease: inhibitors of Botulinum neurotoxin A light chain protease; multiplex microsphere protease substrate cleavage, flow cytometry; inhibition, % at 10 µM; 360,000 compounds, 0.17% hits; AID 588499; note: plate controls were buffer without enzyme for full effect and enzyme alone for no effect
Vc quorum ag: induces V. cholerae light production without autoinducers; AID 588436; 350,000 compounds, 0.16% hits; V. cholerae BH1578 lux reporter, luminescence, 6 h; activation, % at 18.7 µM; in the data active = activation mostly above about 9.7%, no sharp cut-off; inconclusive = no clear call, values can overlap the other calls; inactive = mostly below about 3.7%; note: not every result past the cut was called active; inactives centre near 0; reference of the scale not given here
3CLpro inhibitor: SARS-CoV 3CLpro protease inhibition; inhibition, % at 6 µM; P0C6X7; AID 1706; recombinant SARS-CoV 3CLpro, quenched FRET peptide cleavage; 290,000 compounds, 0.14% hits; in the data active = inhibition above about 12%
Yp Topo-I inh: blocks Yersinia pestis topoisomerase I activity; AID 504884; Y. pestis Topo-I cleavage product accumulation, plate reader; activity, % at 10 µM; 360,000 compounds, 0.064% hits; in the data active = activity above about 50%, passing the limit was not always enough; inconclusive = no clear call, values can overlap the other calls; note: inactives centre near 2
PfHsp40 rescue: rescue of PfHsp40-mediated yeast toxicity; S. cerevisiae expressing PfHsp40, growth rescue, ATP luminescence; growth rescue, % at 12.5 µM; 340,000 compounds, 0.68% hits; AID 504582; in the data active = growth rescue above about 28%, passing the limit was not always enough; inconclusive = no clear call, values can overlap the other calls;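 note: yeast W303a lacking pdr1 and pdr3 grown in galactose medium; growth measured after three days at 30 °C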
TcdB inh: TcdB glycohydrolase inhibition. P18177. TcdB glycohydrolase enzymatic assay, plate reader. AID 652162. 350,000 compounds, 0.24% hits. inhibition, % at 9.99 µM; in the data active = inhibition above about 10%
SSB-PriA inh: inhibitors of Klebsiella pneumoniae PriA binding to SSB C-terminal tail; inhibition, % at 33 µM; AlphaScreen SSBct-PriA binding, biotinylated peptide; 430,000 compounds, 0.6% hits; AID 1272365; in the data active = inhibition mostly above about 37%, no sharp cut-off; inactive = mostly below about 20%;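 note: plate controls were negative control peptide for no effect and reference peptide for full effect; strong numbers were not always called active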
DUSP3 inh: blocks human VHR1 dual specificity phosphatase; P51452; recombinant VHR phosphatase, pNPP absorbance; inhibition, % at 13.3 µM; 290,000 compounds, 0.52% hits; AID 1654; in the data active = inhibition above about 50%; note: some compounds called inactive have numbers as strong as hits
Target sequence (P51452 whole entry, looked up): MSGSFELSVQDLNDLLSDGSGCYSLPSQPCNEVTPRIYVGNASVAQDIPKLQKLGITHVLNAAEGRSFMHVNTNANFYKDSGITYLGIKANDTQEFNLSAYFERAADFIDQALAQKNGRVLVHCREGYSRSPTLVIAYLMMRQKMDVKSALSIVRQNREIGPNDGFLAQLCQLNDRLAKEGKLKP
CCHF vOTU inh: blocks the CCHF virus ovarian tumor domain protease. AID 651958. inhibition, % at 11.5 µM. CCHFV vOTU protease, Pep-AMC fluorescence. 370,000 compounds, 0.55% hits; in the data active = inhibition above about 30%; note: 0% = vehicle wells with enzyme and 100% = no enzyme wells
Anthrax LF inh2: anthrax lethal factor protease inhibition; multiplex microsphere protease cleavage assay, LF; inhibition, % at 10 µM; 360,000 compounds, 0.12% hits; AID 588501; note: plate controls were buffer without enzyme for full effect and enzyme alone for no effect
Target sequence (P15917 whole entry, looked up): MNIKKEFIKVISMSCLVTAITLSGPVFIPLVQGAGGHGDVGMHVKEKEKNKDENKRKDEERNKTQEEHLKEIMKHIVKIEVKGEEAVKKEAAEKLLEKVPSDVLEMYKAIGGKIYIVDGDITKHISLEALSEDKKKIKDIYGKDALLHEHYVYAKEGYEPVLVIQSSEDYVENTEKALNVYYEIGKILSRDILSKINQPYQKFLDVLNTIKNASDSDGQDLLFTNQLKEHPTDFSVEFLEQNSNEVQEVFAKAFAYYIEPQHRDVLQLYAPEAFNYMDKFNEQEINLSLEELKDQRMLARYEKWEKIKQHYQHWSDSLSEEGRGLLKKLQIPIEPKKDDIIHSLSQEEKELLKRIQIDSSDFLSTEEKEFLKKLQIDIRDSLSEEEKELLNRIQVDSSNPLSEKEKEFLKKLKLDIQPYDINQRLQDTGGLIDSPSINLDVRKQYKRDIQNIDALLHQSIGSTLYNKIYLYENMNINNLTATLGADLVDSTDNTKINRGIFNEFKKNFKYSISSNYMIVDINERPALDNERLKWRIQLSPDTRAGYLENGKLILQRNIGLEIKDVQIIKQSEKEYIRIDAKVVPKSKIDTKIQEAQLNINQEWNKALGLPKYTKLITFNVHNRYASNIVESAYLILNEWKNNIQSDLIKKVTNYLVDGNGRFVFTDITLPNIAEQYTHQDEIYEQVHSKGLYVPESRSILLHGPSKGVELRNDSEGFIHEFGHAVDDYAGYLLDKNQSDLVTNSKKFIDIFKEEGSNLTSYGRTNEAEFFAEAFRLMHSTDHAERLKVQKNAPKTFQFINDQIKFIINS
* marks the source's active call; other numbers are inactive results; & = joins results of further samples. Cut-off read from the data, not from the text of the source, unless noted: active = inhibition above about 30%; inconclusive = no clear call, values can overlap the other calls; inactive = below that. Only part of the results is shown; count on the stated rates, not on these rows.

For Cc1nc(-n2[nH]c3c(c2=O)CCCC3)[nH]c(=O)c1Cc1ccccc1 the results were BoNT A protease -0.9, Vc quorum ag 4.3, 3CLpro inhibitor -1, Yp Topo-I inh 7, PfHsp40 rescue 52*, SSB-PriA inh 0, DUSP3 inh -11, CCHF vOTU inh 7 and Anthrax LF inh2 0.
For COc1ccccc1OCc1cc(C(=O)NCc2ccc(N3CCCC3=O)cc2)no1 the results were BoNT A protease -0.6, Vc quorum ag -7.1, 3CLpro inhibitor 2, Yp Topo-I inh 10, PfHsp40 rescue 1.0, TcdB inh -0.2, SSB-PriA inh -5, DUSP3 inh 23, CCHF vOTU inh 0 and Anthrax LF inh2 -3.
For Clc1cccc(NC2=NCCS2)c1 the results were BoNT A protease -0.7, Vc quorum ag -6.0, Yp Topo-I inh 7, TcdB inh 1.6, CCHF vOTU inh -1 and Anthrax LF inh2 -10.
`CCCCNCCOCCOc1ccc(C)cc1Br` gave BoNT A protease 0.2, Vc quorum ag -1.6, 3CLpro inhibitor 3, Yp Topo-I inh 4, PfHsp40 rescue -1.0, SSB-PriA inh 2, DUSP3 inh -4, CCHF vOTU inh -1 and Anthrax LF inh2 -1.
For CCOC(=O)c1[nH]c(C)c(/C(O)=C2\C(=O)C(=O)N(CCN(C)C)C2c2cccc(OC)c2OC)c1C (stereo not given) the results were BoNT A protease 3.3, Vc quorum ag -0.2, 3CLpro inhibitor -2, Yp Topo-I inh 4, PfHsp40 rescue 1.3, DUSP3 inh -26, CCHF vOTU inh -8 and Anthrax LF inh2 -4.
`CC(C)c1ccc(NC2CCCN(C(=O)c3n[nH]c4c3CCC4)C2)cc1` (stereo not given) gave BoNT A protease 1.1, Vc quorum ag inactive, 3CLpro inhibitor -2, Yp Topo-I inh 16, PfHsp40 rescue -0.1, TcdB inh -0.7, SSB-PriA inh 4, DUSP3 inh 2, CCHF vOTU inh -1 and Anthrax LF inh2 -2.
For c1cncc(-c2nnc(C3CCCCC3)o2)c1 the results were BoNT A protease 0.9, 3CLpro inhibitor -6, Yp Topo-I inh 7, PfHsp40 rescue -0.5, SSB-PriA inh -5, DUSP3 inh 34, CCHF vOTU inh -1 and Anthrax LF inh2 5.
Screening Cc1ccc(Nc2cc(C)nc3ncnn23)cc1 returned BoNT A protease -2.0, Vc quorum ag inactive, 3CLpro inhibitor 5, Yp Topo-I inh 4, PfHsp40 rescue -1.0, TcdB inh 2.0, SSB-PriA inh -11, DUSP3 inh 28, CCHF vOTU inh 1 and Anthrax LF inh2 -8.
`Cc1nc(CSc2nnc3scc(-c4ccc(Cl)cc4)n23)cs1` gave BoNT A protease 0.4, Vc quorum ag -0.3, 3CLpro inhibitor 1, Yp Topo-I inh 0, PfHsp40 rescue 7.4, SSB-PriA inh 5&-8, DUSP3 inh -8, CCHF vOTU inh -4 and Anthrax LF inh2 inconclusive.
For O=C(CCN1c2ccccc2Sc2ccccc21)OCc1nnc(-c2ccccc2)o1 the results were BoNT A protease -0.3, Vc quorum ag inactive, 3CLpro inhibitor 1, Yp Topo-I inh 3, PfHsp40 rescue 2.4, SSB-PriA inh -4, DUSP3 inh 26, CCHF vOTU inh 12 and Anthrax LF inh2 0.
Screening O=C(c1ccc(Cl)cc1)N1CCN(c2ccc(N3CCOCC3)nn2)CC1 returned BoNT A protease 0.2, Vc quorum ag inactive, Yp Topo-I inh 5, TcdB inh -0.1, CCHF vOTU inh -26 and Anthrax LF inh2 -1.
Screening CC1CC(C)CN(C2CCN(Cc3cccnc3)CC2)C1 (stereo not given) returned BoNT A protease 0.6, Vc quorum ag inactive, 3CLpro inhibitor -2, Yp Topo-I inh -8, PfHsp40 rescue 0.9, SSB-PriA inh -1, DUSP3 inh 19, CCHF vOTU inh 7 and Anthrax LF inh2 1.
For O=C(NCCCN1CCOCC1)c1ccc(NS(=O)(=O)c2cccc([N+](=O)[O-])c2)cc1 the results were BoNT A protease -2.4, Vc quorum ag 3.6, 3CLpro inhibitor -2, Yp Topo-I inh 3, PfHsp40 rescue 0.8, TcdB inh 1.1, SSB-PriA inh 3, DUSP3 inh 17, CCHF vOTU inh -5 and Anthrax LF inh2 -3.
O=C(NC(c1ccccc1)c1ccsc1)C1CCN(Cc2ccccc2)CC1 (stereo not given) was read as BoNT A protease 0.0, Vc quorum ag -1.3, Yp Topo-I inh 0, TcdB inh 2.1, CCHF vOTU inh 2 and Anthrax LF inh2 1.
O=C(Cn1c(=O)n(CCCCC(=O)NC2CCCC2)c(=O)c2ccccc21)NCCC1=CCCCC1 was read as BoNT A protease -0.5, Vc quorum ag 1.4, 3CLpro inhibitor 2, Yp Topo-I inh 6, PfHsp40 rescue 0.2, SSB-PriA inh -89, DUSP3 inh 15, CCHF vOTU inh -3 and Anthrax LF inh2 -1.
CCOCCc1nnc(NC(=O)CS(=O)(=O)c2ccc(C)cc2)s1 was read as BoNT A protease -0.1, Vc quorum ag -0.3, 3CLpro inhibitor -4, Yp Topo-I inh 4, PfHsp40 rescue -0.7, TcdB inh 2.8, SSB-PriA inh -2, DUSP3 inh 27, CCHF vOTU inh 7 and Anthrax LF inh2 -1.
For CCC(CC)c1nnc(NC(=O)c2c(C)nn(Cc3ccccc3Cl)c2C)s1 the results were BoNT A protease 0.3, Vc quorum ag inactive, 3CLpro inhibitor 0, Yp Topo-I inh -1, PfHsp40 rescue 1.1, SSB-PriA inh -3, DUSP3 inh 36, CCHF vOTU inh 4 and Anthrax LF inh2 1.
CN(CC(=O)N1CCN(Cc2ccccc2)CC1)S(=O)(=O)c1ccc(Br)cc1 was read as BoNT A protease 0.5, Vc quorum ag -0.6, 3CLpro inhibitor -5, Yp Topo-I inh 4, PfHsp40 rescue 13, TcdB inh 4.1, SSB-PriA inh -2, DUSP3 inh 23, CCHF vOTU inh -1 and Anthrax LF inh2 -2.
Cc1cc(C)cc(CC2CC(=O)N(c3ccc4c(c3)OCCO4)C2=O)c1 (stereo not given) was read as BoNT A protease -0.6, Vc quorum ag 5.9, 3CLpro inhibitor -1, Yp Topo-I inh -10, PfHsp40 rescue 2.5, TcdB inh -0.6, SSB-PriA inh -2, DUSP3 inh 7, CCHF vOTU inh -14 and Anthrax LF inh2 3.
Screening O=C1/C(=C/c2ccncc2)CCc2ccccc21 returned BoNT A protease -0.6, Vc quorum ag -0.4, 3CLpro inhibitor 1, Yp Topo-I inh 1, PfHsp40 rescue 1.0, TcdB inh 0.0, SSB-PriA inh 1, DUSP3 inh 1, CCHF vOTU inh -9 and Anthrax LF inh2 4.

Sorted by formula weight (ascending): 3 of the compounds above
CCOCCc1nnc(NC(=O)CS(=O)(=O)c2ccc(C)cc2)s1 was read as BoNT A protease -0.1, Vc quorum ag -0.3, 3CLpro inhibitor -4, Yp Topo-I inh 4, PfHsp40 rescue -0.7, TcdB inh 2.8, SSB-PriA inh -2, DUSP3 inh 27, CCHF vOTU inh 7 and Anthrax LF inh2 -1.
Screening O=C(c1ccc(Cl)cc1)N1CCN(c2ccc(N3CCOCC3)nn2)CC1 returned BoNT A protease 0.2, Vc quorum ag inactive, Yp Topo-I inh 5, TcdB inh -0.1, CCHF vOTU inh -26 and Anthrax LF inh2 -1.
For O=C(NCCCN1CCOCC1)c1ccc(NS(=O)(=O)c2cccc([N+](=O)[O-])c2)cc1 the results were BoNT A protease -2.4, Vc quorum ag 3.6, 3CLpro inhibitor -2, Yp Topo-I inh 3, PfHsp40 rescue 0.8, TcdB inh 1.1, SSB-PriA inh 3, DUSP3 inh 17, CCHF vOTU inh -5 and Anthrax LF inh2 -3.

(more compounds)
Screening CCOC(=O)C1CCCN(CCc2ccccc2)C1 (stereo not given) returned BoNT A protease 0.9, Vc quorum ag inactive, 3CLpro inhibitor 2, Yp Topo-I inh -5, PfHsp40 rescue 0.1, TcdB inh 0.8, SSB-PriA inh 3, DUSP3 inh 9, CCHF vOTU inh -8 and Anthrax LF inh2 -16.
`Cc1ccccc1S(=O)(=O)Cc1ccc(C(=O)N2CCN(C3CCCCC3)CC2)o1` gave BoNT A protease -0.9, Vc quorum ag -0.5, 3CLpro inhibitor 0, Yp Topo-I inh 17, PfHsp40 rescue 0.6, TcdB inh 1.6, SSB-PriA inh -5, DUSP3 inh 5, CCHF vOTU inh 0 and Anthrax LF inh2 -3.
CC1CCCCN1c1cc(C#N)c(C#N)cc1[N+](=O)[O-] (stereo not given) was read as BoNT A protease -1.9, Vc quorum ag 0.9, 3CLpro inhibitor -1, Yp Topo-I inh 5, PfHsp40 rescue inconclusive, SSB-PriA inh 7, DUSP3 inh 25, CCHF vOTU inh 2 and Anthrax LF inh2 -3.
`CCCCOCCCNC(=O)C[C@@H]1C[C@@]2(C(=O)OCC)CCC=C2N(Cc2ccccc2)C1=O` gave BoNT A protease 0.5, TcdB inh 0.3, CCHF vOTU inh 13 and Anthrax LF inh2 1.
Screening O=C1CC(c2ccc(Cl)cc2)SC(N(c2ccccc2)c2ccccc2)=N1 (stereo not given) returned BoNT A protease -0.5, Vc quorum ag inactive, 3CLpro inhibitor 5, Yp Topo-I inh 26, PfHsp40 rescue 3.5, TcdB inh 0.4, SSB-PriA inh -7, DUSP3 inh 12, CCHF vOTU inh 5 and Anthrax LF inh2 -3.
`Cc1ccc(N2C(=O)c3cccc4c(Oc5ccccc5[N+](=O)[O-])ccc(c34)C2=O)c(C)c1` gave BoNT A protease -0.2, Vc quorum ag inactive, 3CLpro inhibitor 4, Yp Topo-I inh 0, PfHsp40 rescue 0.3, SSB-PriA inh 26, DUSP3 inh -4, CCHF vOTU inh 4 and Anthrax LF inh2 0.
For N/C(=N\N=C\c1ccc([N+](=O)[O-])cc1)c1nonc1N the results were Vc quorum ag -0.3, 3CLpro inhibitor 2, Yp Topo-I inh -2, PfHsp40 rescue -1.6, TcdB inh 0.9, DUSP3 inh 8 and CCHF vOTU inh -5.
For Cc1cc(C)nc(NC(=O)c2cc([N+](=O)[O-])cc([N+](=O)[O-])c2)n1 the results were BoNT A protease -0.1, Vc quorum ag -0.2, 3CLpro inhibitor 0, Yp Topo-I inh -8, PfHsp40 rescue -1.0, TcdB inh 1.2, SSB-PriA inh 0, DUSP3 inh -3, CCHF vOTU inh -12 and Anthrax LF inh2 2.
Fc1cccc(-c2ccc3c(c2)CNCc2cnnn2-3)c1 was read as BoNT A protease -1.1, TcdB inh 0.0, CCHF vOTU inh -1 and Anthrax LF inh2 1.
Screening O=[N+]([O-])c1ccccc1N/N=C/c1ccc2c(c1)OCO2 returned BoNT A protease -1.5, Vc quorum ag -0.2, 3CLpro inhibitor -2, Yp Topo-I inh -1, PfHsp40 rescue -0.5, TcdB inh -0.4, DUSP3 inh 8, CCHF vOTU inh -4 and Anthrax LF inh2 -6.
Screening Cc1cc(C)c2c(=O)n(CC(=O)NCCCN3CCOCC3)sc2n1 returned BoNT A protease 8.1, Vc quorum ag -0.2, 3CLpro inhibitor 0, Yp Topo-I inh -4, PfHsp40 rescue -1.2, SSB-PriA inh -12, DUSP3 inh -2 and Anthrax LF inh2 2.
`O=C(Nc1cccc(Cl)c1)OCc1cnc(Cl)s1` gave BoNT A protease -0.4, Vc quorum ag -7.1, 3CLpro inhibitor 11, Yp Topo-I inh 3, PfHsp40 rescue 3.5, SSB-PriA inh -22, DUSP3 inh 2, CCHF vOTU inh 6 and Anthrax LF inh2 -2.
For COc1ccc(NC(=O)Nc2nnc(N3CCCCC3C)s2)cc1OC (stereo not given) the results were BoNT A protease -0.3, Vc quorum ag 1.4, 3CLpro inhibitor -1, Yp Topo-I inh 7, PfHsp40 rescue -0.3, TcdB inh 0.3, SSB-PriA inh 0, DUSP3 inh 0, CCHF vOTU inh -6 and Anthrax LF inh2 -2.
`CC1(C)Cc2c(c(N3CCOCC3)nc3sc4c(=O)[nH]cnc4c23)CS1` gave BoNT A protease 1.4, Vc quorum ag -0.5, 3CLpro inhibitor 2, Yp Topo-I inh 4, PfHsp40 rescue -0.9, SSB-PriA inh 7, DUSP3 inh -11, CCHF vOTU inh 1 and Anthrax LF inh2 -4.
